# Pol eta inh: qHTS for Inhibitors of Polymerase Eta | DNA polymerase eta (Homo sapiens), Q9Y253 | recombinant Pol eta, fluorescent DNA replication assay | Potency, µM (titrated, usually from 114 µM), inactives show at the highest dose activity change, negative = inhibition, usual class: inhibitors | 390,000 tested, 1.2% active | AID 588591, 2011; note: % is set by controls: 0 for no effect and ±100 for the full control effect
#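 Pol eta at 10 nM preincubated with compounds 15 min at room temperature; reaction started with fluorescent substrate (50 nM final) and read kinetically at 0 and 10 min.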
# BAZ2B block: qHTS Assay for Inhibitors of BAZ2B; AlphaScreen BAZ2B-H3K14Ac peptide displacement; Potency, µM (top dose mostly 114 µM), for inactives: at the top dose activity change, negative = inhibition, hits mostly inhibitors; 360,000 tested, 4.4% active; AID 504333, 2011; note: % is set by controls: 0 for no effect and ±100 for the full control effect; nearly all actives have a fitted effect of over 60% in size
#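 In this displacement format the biotinylated H3(5-23) peptide acetylated at Lys14 serves as ligand at 50 nM, with BAZ2B at 50 nM in PBS pH 7.4 containing 0.01% Tween-20. Donor and acceptor beads are 10 ug/mL final.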
# POLI inh: qHTS for Inhibitors of Polymerase Iota. DNA polymerase iota (Homo sapiens), Q9UNA4. Pol iota fluorescent replication assay, 10 min. Potency, µM (series often up to 115 µM), inactives show at the highest dose activity, negative = inhibition, hits mostly inhibitors. 390,000 tested, 1% active. AID 588590, 2011
#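 Fluorescent replication assay read twice, at 0 min and 10 min after adding 50 nM (final) substrate. Enzyme (10 nM) and compounds were first incubated 15 min at room temperature; enzyme-free buffer wells were negative controls.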
# BLM helicase inh: qHTS Assay for Inhibitors of Bloom's syndrome helicase (BLM); RecQ-like DNA helicase BLM (Homo sapiens), P54132; recombinant BLM DNA unwinding, fluorescence dequenching; Potency, µM (doses to about 56.1 µM), inactives show at the top dose activity change, negative = inhibition, most hits filed as inhibitors; 350,000 tested, 0.2% active; AID 2528, 2010;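 note: plate controls were vehicle for no effect and no enzyme for full effect; nearly all actives have a fitted effect of over 35% in size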
# G9a block: qHTS Assay for Inhibitors of Histone Lysine Methyltransferase G9a; AID 504332, 2011; Histone-lysine N-methyltransferase EHMT2 (Homo sapiens), Q96KQ7; Potency, µM (doses to about 102 µM), for the others: at the top dose activity, negative = inhibition, most hits filed as inhibitors; 350,000 tested, 8.8% active; G9a H3K9 monomethylation, AlphaScreen, 2 h; note: % is set by controls: 0 for no effect and ±100 for the full control effect; nearly all actives have a fitted effect of over 75% in size
# Target sequence (Q96KQ7 913-1193 limits assumed): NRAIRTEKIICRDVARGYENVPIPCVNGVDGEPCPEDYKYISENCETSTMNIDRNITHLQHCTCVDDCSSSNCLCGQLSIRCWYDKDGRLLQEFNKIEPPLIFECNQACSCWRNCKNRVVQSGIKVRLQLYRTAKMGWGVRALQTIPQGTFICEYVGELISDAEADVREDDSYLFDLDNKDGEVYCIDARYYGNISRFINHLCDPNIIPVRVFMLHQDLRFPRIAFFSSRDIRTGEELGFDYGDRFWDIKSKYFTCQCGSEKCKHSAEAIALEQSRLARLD
#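 Chemiluminescent proximity detection of H3K9 monomethylation, read after 10 min bead incubation in the dark. Reaction: 20 nM G9a, 500 nM biotin-H3K9 peptide, 20 uM SAM cofactor, 2 h, room temperature, following 15 min enzyme-compound preincubation.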
# POLK inh: qHTS for Inhibitors of Polymerase Kappa. DNA polymerase kappa (Homo sapiens), Q9UBT6. purified Pol kappa, fluorescent DNA synthesis assay, 10 min. Potency, µM (titrated, usually from 107 µM), for inactives: at the highest dose activity, negative = inhibition, actives largely listed as inhibitors. 400,000 tested, 0.53% active; note: % is set by controls: 0 for no effect and ±100 for the full control effect
#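 50 nM final substrate added after 15 min RT preincubation of 10 nM Pol kappa with compound; fluorescence read at 0 and 10 min.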
# APEX1 inh: qHTS Assay for Inhibitors of the Human Apurinic/apyrimidinic Endonuclease 1 (APE1); DNA repair nuclease/redox regulator APEX1 (Homo sapiens), P27695; recombinant APE1, TAMRA/BHQ-2 abasic DNA cleavage fluorescence; Potency, µM (top dose mostly 65.8 µM), without a hit: at the highest dose activity change, negative = inhibition, actives largely listed as inhibitors; 350,000 tested, 0.35% active;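 note: plate controls were vehicle for no effect and reference inhibitor for full effect; nearly all actives have a fitted effect of over 55% in size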
# Target sequence (P27695 whole entry, looked up): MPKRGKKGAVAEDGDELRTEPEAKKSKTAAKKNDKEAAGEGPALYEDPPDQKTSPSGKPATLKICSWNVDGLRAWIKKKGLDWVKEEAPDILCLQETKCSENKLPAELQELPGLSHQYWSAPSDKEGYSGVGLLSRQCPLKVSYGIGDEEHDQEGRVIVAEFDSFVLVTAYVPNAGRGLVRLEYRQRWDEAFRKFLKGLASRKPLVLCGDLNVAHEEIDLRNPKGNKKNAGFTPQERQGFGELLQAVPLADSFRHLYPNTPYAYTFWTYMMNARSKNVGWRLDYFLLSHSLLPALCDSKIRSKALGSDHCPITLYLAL
#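 Endonuclease cleavage of a quenched abasic-site DNA duplex (50 nM) by APE1 (0.75 nM) was tracked by TAMRA dequenching. Compounds were preincubated with enzyme 15 min at room temperature; data normalized to buffer-only and DMSO wells plus NSC13755 control.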
# Pol beta inh: qHTS Assay for Inhibitors of DNA Polymerase Beta; P06746; AID 485314, 2010; 340,000 tested, 1.3% active; Potency, µM (doses to about 114 µM), inactives show top-dose activity change, negative = inhibition, most hits filed as inhibitors; Pol beta primer extension/strand displacement, fluorescence kinetic; note: % is set by controls: 0 for no effect and ±100 for the full control effect
#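 Reaction started by 50 nM substrate onto compound-treated Pol beta (10 nM, 15 min preincubation, room temperature); plates read at 0 min and 10 min. Normalized concentration-effect data fitted by four-parameter Hill equation.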
# Anesthetic bind: qHTS Assay for Identification of Novel General Anesthetics | Ferritin light chain (Equus caballus), P02791 | apoferritin/1-aminoanthracene competitive binding, fluorescence | Potency, µM (series often up to 77.5 µM), for the others: at the highest dose activity change, negative = displacement, actives largely listed as inhibitors | 350,000 tested, 0.074% active; note: % is set by controls: 0 for no effect and ±100 for the full control effect; nearly all actives have a fitted effect of over 20% in size
# Target sequence (P02791 2-175 limits assumed): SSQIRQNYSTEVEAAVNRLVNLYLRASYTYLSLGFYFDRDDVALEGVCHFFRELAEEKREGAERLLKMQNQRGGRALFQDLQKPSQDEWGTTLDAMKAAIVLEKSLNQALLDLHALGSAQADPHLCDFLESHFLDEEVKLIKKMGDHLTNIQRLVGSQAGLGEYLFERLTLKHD
#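 Horse-spleen apoferritin (10 uM) in 50% saturated 1-aminoanthracene in PBS was incubated 10 min at room temperature with compound. Fluorescence (ex 380, em 535 nm) was normalized to free and bound 1-AMA, with concentration-response fitted by a four-parameter Hill equation.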
# * marks the source's active call; other numbers are inactive results; u = inconclusive; x = no result given; [ ] = dose if it differs, or a comment. Calls come from the whole dose curve; as a rule, active = well fitted curve in the direction sought with a large enough effect; inconclusive = small, poorly fitted or top-dose-only effect, or another doubt; inactive = no such curve, though single readings can be large; an effect the other way counts as inactive or inconclusive. Potency is the fitted concentration of half-maximal effect. An excerpt, so the mix of outcomes need not match the whole.
SMILES,Pol eta inh,BAZ2B block,POLI inh,BLM helicase inh,G9a block,POLK inh,APEX1 inh,Pol beta inh,Anesthetic bind
CC(=O)c1c(O)c2ccccc2n(C2CCCCC2)c1=O,-19%,5%,u,-2%,4%,-7%,-3%,-17%,-8%
CN(C(=O)COC(=O)c1ccc(-c2ccc(O)cc2)cc1)C1CCS(=O)(=O)C1 (configuration not stated),u,-2%,-29%,-11%,u,-15%,-2%,0%,-8%
COc1cccc(CC(=O)Nc2nc(-c3ccc(F)c(F)c3)cs2)c1,-16%,17%,-5%,-8%,-3%,4%,-21%,-1%,-2%
CC1C(=O)N(Cc2cccc(F)c2)c2ccccc2N1C(=O)c1ccccc1 (configuration not stated),-22%,0%,132%[activator],-8%,3%,-10%,6%,-7%,11%
CC(=O)Nc1cccc(NC(=O)C2CCCN2C(=O)Nc2ccc(C)cc2)c1 (configuration not stated),-11%,4%,14%,-1%,-8%[59 µM],-4%,4%,3%,-4%
Cc1cccn2c(=O)c3cc(C(=O)NCCCOC(C)C)sc3nc12,5%,9%,14%,3%,15%,4%,12%,15%,16%
Cc1nnc(N2CCC(C(=O)NC3CCCCC3)CC2)c2nn(-c3ccccc3)c(C)c12,-15%,-10%,u,-6%,-7%[59 µM],5%,x,10%,4%
CC1CCN(C(=O)C2CCN(S(=O)(=O)c3cccc4nsnc34)CC2)CC1,-20%,-4%,38%[activator],-2%,-2%[59 µM],0%,6%,-11%,-3%
Cc1nc2c(C(=O)NCc3cccs3)cnn2c(C)c1Cc1ccc(F)cc1,x,2%,x,-3%,12%[59 µM],x,0%,-17%,-2%
O=C(COc1ccccc1Cl)Nc1cc(NC(=O)COc2ccccc2Cl)cc(C(=O)O)c1,-17%,50µM*,140%[activator],-23%,1%,-13%,-25%,79µM*,1%

# Single values from above:
# APEX1 inh with CC(=O)c1c(O)c2ccccc2n(C2CCCCC2)c1=O → -3%
# Anesthetic bind with Cc1nnc(N2CCC(C(=O)NC3CCCCC3)CC2)c2nn(-c3ccccc3)c(C)c12 → 4%

# New compounds follow
SMILES,Pol eta inh,BAZ2B block,POLI inh,BLM helicase inh,G9a block,POLK inh,APEX1 inh,Pol beta inh,Anesthetic bind
CN(C)C(=O)N1CCCC(C(=O)NCc2ccccc2Cl)C1 (configuration not stated),6%,4%,12%,-2%,3%[59 µM],-2%,0%,-18%,-2%
Cc1cc(C(=O)N2CC(C)CC(C)C2)c(C)o1 (configuration not stated),-16%,-7%,58%[activator],x,15%[59 µM],-2%,11%,x,x
CC(C)CCNC(=O)CN(CC1CCCO1)C(=O)CCC(=O)Nc1ccccn1 (configuration not stated),-11%,4%,0%,-2%,-17%,-8%,0%,13%,-20%
O=C(NC1CC1)c1ccc(Cl)c(S(=O)(=O)N2CCOCC2)c1,-18%,8%,58%[activator],-2%,-1%,3%,u,45%,4%
O=C(NCc1ccco1)c1ccccc1SCC(=O)N1CCCC1,7%,-4%,0%,x,11%[2.33 µM],-19%,13%,x,x
COc1ccc(Nc2nnc(C)c(=O)[nH]2)cc1,5%,-4%,21%,2%,10%,-13%,3%,2%,3%
c1ccc2c(c1)nc1n2CN(Cc2ccc3c(c2)OCO3)CN1,3%,-4%,5%,-5%,5%[59 µM],-6%,0%,-3%,-16%
CC(=O)c1c(C)n(-c2ccc(N(C)C)cc2)c2ccc(OCC(N)=O)cc12,14%,50µM*,5%,0%,50µM*,-12%,-2%,-18%,-24%
COc1ccc(OCC(=O)N2CC3(C)CC2CC(C)(C)C3)cc1 (configuration not stated),0%,-2%,1%,1%,19%[12.7 µM],-5%,1%,1%,-1%
CCc1nccn1-c1cc(C(C)(C)C)nc2c(-c3ccc(Cl)cc3)cnn12,-11%,-7%,1%,-4%,-12%[59 µM],0%,1%,2%,-4%
Cc1c2cnn(CC(=O)NCCCN3CC(C)CC(C)C3)c(=O)c2c(C)n1Cc1ccc(Cl)cc1 (configuration not stated),-3%,u,-6%,-9%,16%[0.501 µM],-15%,-11%,-1%,-17%
CCOc1ccccc1OCC(=O)N/N=C(\C)Cc1ccc(OC)cc1,-2%,-29%,22%,-1%,-5%,-5%,3%,-1%,u
CCC(=O)Nc1ccc(C(=O)NNC(=O)c2ccc(C)cc2)cc1,-14%,8%,0%,-3%,16%,-1%,1%,8%,-13%
COc1ccc(C2CC(=O)N(Cc3cccc(F)c3)c3ccccc3S2)cc1 (configuration not stated),-12%,2%,-9%,-15%,15%[59 µM],-9%,x,16%,430%[activator]
Cc1nc(SCC(=O)Nc2ccc(OCc3ccccc3)cc2)n[nH]1,-21%,22%,-2%,-6%,x,0%,3%,43%,u
COCCNC(=O)C1=CC(c2ccc3c(c2)OCO3)=NS(=O)(=O)N1C,-9%,-1%,10%,-6%,-1%[59 µM],-19%,x,6%,5%
CC(=O)NCCc1nc2ccccc2n1Cc1ccccc1,-4%,-6%,7%,-1%,-5%[59 µM],-12%,10%,28%,-6%
COc1ccc2cc(/C=N/NC(=O)c3ccc(CN(c4ccc(C)c(C)c4)S(C)(=O)=O)cc3)c(Cl)nc2c1,-5%,-9%,3%,-1%,1%[59 µM],-8%,0%,-19%,6%
O=C(COc1cc(O)c2c(=O)cc(-c3ccccc3)oc2c1)c1cccc([N+](=O)[O-])c1,-14%,-4%,70%[activator],-11%,17%,-2%,22%,1%,-12%
CCC(=O)Nc1ccc(N2CCCCC2)cc1,-2%,1%,14%,-5%,-45%[12.7 µM],-2%,-2%,0%,u
Cc1ccc(S(=O)(=O)NCC23C=CC(O2)C2C(=O)N(c4ccccc4)C(=O)C23)cc1 (configuration not stated),-11%,8%,-16%,-3%,u,-8%,-6%,-11%,-23%
Cc1ccc(CNC(=O)Cc2csc(Nc3nc(=S)[nH]c4ccccc34)n2)cc1,x,10%,x,-2%,u,x,4%,31%,-3%
CCOC(=O)c1c(C=O)c(C)n(Cc2ccc(Cl)cc2)c1C,-1%,-36%,3%,-8%,-31%[59 µM],-10%,0%,-11%,u
CCOc1ccc(C(=O)Nc2cccc3ncccc23)cc1Cl,0%,-33%,87%[activator],-11%,-8%,-1%,17%,u,-17%
Cc1ccc(OCCN2CCCCCC2)c(C)c1,-11%,-6%,14%,0%,-1%[12.7 µM],-8%,-2%,-1%,-7%
NC(=O)C1CCN(CC(=O)N2c3ccccc3CCc3ccccc32)CC1,8%,7%,21%,-5%,20%[59 µM],-17%,17%,13%,6%
CC(C)CN1C(=O)C(=O)N(CC(=O)c2ccc[nH]2)C1=O,-4%,8%,46%[activator],x,-18%,-10%,18%,x,x
COc1ccc(N=Nc2c(C)n[nH]c2C)cc1,2%,-31%,22%,-2%,u,3%,5%,-18%,u
CCOC(=O)c1nc(NNC(C)=O)sc1C,-15%,-8%,60%[activator],-4%,-44%,-6%,0%,2%,-3%
Cc1nc(-c2c(C(F)(F)F)noc2-c2ccc(O)cc2O)cs1,-8%,1%,-8%[58.9 µM],-4%,x,-4%,-5%,30%,-22%
O=C(NNC(=O)c1ccccc1OCc1ccccc1Cl)c1csc(N2CCOCC2)n1,-20%,-6%,29%,-4%,61%[activator],-2%,6%,2%,4%
O=C(COc1ccccc1)NC(=S)N1CCc2ccccc21,-19%,-35%,10%,-8%,28µM*,-1%,23%,21%,-23%
O=C(CSc1nc2c([nH]c3ccccc32)c(=O)n1-c1cccc(Cl)c1)N1CCCC1,-13%,-19%,26%,-17%,-5%[59 µM],-1%[60.1 µM],x,u,-7%

# Grouped by structure, the compounds so far containing an NH in an aromatic ring (six)
SMILES,Pol eta inh,BAZ2B block,POLI inh,BLM helicase inh,G9a block,POLK inh,APEX1 inh,Pol beta inh,Anesthetic bind
COc1ccc(Nc2nnc(C)c(=O)[nH]2)cc1,5%,-4%,21%,2%,10%,-13%,3%,2%,3%
Cc1nc(SCC(=O)Nc2ccc(OCc3ccccc3)cc2)n[nH]1,-21%,22%,-2%,-6%,x,0%,3%,43%,u
Cc1ccc(CNC(=O)Cc2csc(Nc3nc(=S)[nH]c4ccccc34)n2)cc1,x,10%,x,-2%,u,x,4%,31%,-3%
CC(C)CN1C(=O)C(=O)N(CC(=O)c2ccc[nH]2)C1=O,-4%,8%,46%[activator],x,-18%,-10%,18%,x,x
COc1ccc(N=Nc2c(C)n[nH]c2C)cc1,2%,-31%,22%,-2%,u,3%,5%,-18%,u
O=C(CSc1nc2c([nH]c3ccccc32)c(=O)n1-c1cccc(Cl)c1)N1CCCC1,-13%,-19%,26%,-17%,-5%[59 µM],-1%[60.1 µM],x,u,-7%

# Screening results: PubChem BioAssay, National Center for Advancing Translational Sciences (NCATS)
